High-throughput results from PubChem.
Platelet DG rel: platelet dense granule release activity. human platelet-rich plasma, SFLLRN dense granule ATP release, luminescence. 300,000 tested, 0.22% active. inhibition, %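 (compounds screened at 7.5 µM in platelet-rich plasma)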;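 active means mean replicate score, as percent of positive control, at or above 50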
TRPC4 agonist: activators of mouse TRPC4 channel. Q9QUQ5. HEK293 TRPC4beta/mu-opioid, Fluo4 calcium fluorescence; active compounds read high. B-score at 10 µM. 310,000 tested, 0.49% active;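 active means B-score above 5 SD of library B-scores, and initial fluorescence ratio not above library mean plus 5 SD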;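 further: positive B-score marks a calcium rise read as TRPC4 activation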
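Assay system: HEK293 stable line with TRPC4beta plus mu-opioid receptor; schedule: 45 min room-temperature Fluo4 loading, 110 s read; technique: kinetic Fluo4 calcium fluorescence; evaluation: integrated baseline-normalised fluorescence ratio, converted to per-well B score; controls: buffer (low) and maximal DAMGO (high)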
KCNK3 inh: human KCNK3 channel inhibition, primary screen; CHO-KCNK3 thallium flux, FluxOR fluorescence; active compounds read low; B-score at 10 µM; 340,000 tested, 0.84% active; AID 602410;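 active means B-score under library mean minus 4 SD, starting fluorescence ratio at most library mean plus 5 SD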;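 further: more negative B-score means stronger inhibition of thallium flux through KCNK3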
Target sequence (O14649 whole entry, looked up): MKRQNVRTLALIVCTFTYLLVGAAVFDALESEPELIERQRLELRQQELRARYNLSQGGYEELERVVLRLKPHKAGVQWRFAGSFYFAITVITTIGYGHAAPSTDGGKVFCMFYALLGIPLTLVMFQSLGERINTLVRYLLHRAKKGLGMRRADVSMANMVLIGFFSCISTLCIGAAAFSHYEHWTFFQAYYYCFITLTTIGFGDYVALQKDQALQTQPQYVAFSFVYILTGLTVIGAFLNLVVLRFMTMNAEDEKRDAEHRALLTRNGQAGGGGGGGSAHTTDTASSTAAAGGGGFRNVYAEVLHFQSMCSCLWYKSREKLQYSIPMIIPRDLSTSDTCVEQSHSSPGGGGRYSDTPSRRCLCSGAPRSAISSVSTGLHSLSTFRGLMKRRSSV
Dyrk1A ADPGlo: blocks rat Dyrk1A kinase activity; Q63470; ADP-Glo luminescence, NFATc1 peptide; inhibition, % at 12.5 µM; 310,000 tested, 0.43% active; AID 504441; in the data active means inhibition above about 50%;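 further: plate controls were vehicle with enzyme for no effect and no enzyme for full effect; many of its hits are not listed in these tables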
KCNQ1 act: potentiates or activates the human KCNQ1 potassium channel | P51787 | CHO-K1 KCNQ1, thallium flux FluxOR fluorescence; active compounds read high | B-score at 10 µM | 310,000 tested, 0.35% active | AID 2648;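 active means fluorescence ratio B-score, a plate-corrected score, at least three library SD, with initial intensity B-score within 5 SD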
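Schedule – 37 °C overnight plating, 90-min dark dye load, 20-min compound pretreatment · System – stable KCNQ1 CHO-K1 line · Probe or stimulus – thallium- and potassium-containing depolarizing buffer · Measured by – kinetic FluxOR fluorescence, 10 s baseline plus 110 s post-stimulus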
TRPC4 block: blocks the mouse TRPC4 cation channel. Q9QUQ5. HEK293 TRPC4beta/mu-opioid, DAMGO-evoked Fluo4 calcium flux; active compounds read low. B-score at 10 µM. 300,000 tested, 0.39% active;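 active means B-score over 3 SD under the library average, no early fluorescence shift, positive overall ratio signal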
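Assay system: HEK293 cells with stable TRPC4beta plus mu-opioid receptor expression. Dosing: single dose. Measured by: Fluo4 Ca2+ flux fluorescence. Also added: DAMGO in two steps, submaximal then maximal. Read-out: B score from integrated Fluo4 fluorescence ratio.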
KCNK9 inh: inhibitors of human KCNK9 two-pore domain potassium channel; Q9NPC2; HEK293 KCNK9, FluxOR thallium flux fluorescence; active compounds read low; B-score at 10 µM; 310,000 tested, 1.2% active;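 active means ratio B-score over 3 SD below the library mean, with starting fluorescence within 5 SD of its mean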;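 further: negative B-score means less thallium flux so channel inhibition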
Target sequence (Q9NPC2 whole entry, looked up, the tested form may be a part): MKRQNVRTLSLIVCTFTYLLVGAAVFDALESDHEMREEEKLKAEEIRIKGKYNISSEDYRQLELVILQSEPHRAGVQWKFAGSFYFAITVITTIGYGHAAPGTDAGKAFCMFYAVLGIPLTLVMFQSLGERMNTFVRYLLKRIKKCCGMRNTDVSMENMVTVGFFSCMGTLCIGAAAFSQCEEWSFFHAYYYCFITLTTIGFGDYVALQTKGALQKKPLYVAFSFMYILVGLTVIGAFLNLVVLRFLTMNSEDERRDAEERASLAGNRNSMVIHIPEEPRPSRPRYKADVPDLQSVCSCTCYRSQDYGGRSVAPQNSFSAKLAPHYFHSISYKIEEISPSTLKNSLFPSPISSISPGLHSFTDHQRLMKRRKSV
KCNQ1 inh: human KCNQ1 channel inhibition. AID 2642. 310,000 tested, 1.3% active. CHO-K1 KCNQ1, FluxOR thallium flux fluorescence; active compounds read high. B-score at 10 µM;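 active means compounds whose thallium flux B-score, printed positive for inhibition, exceeds three library SD while starting fluorescence stays within three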;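 further: channel opened by potassium depolarization with thallium stimulus after 20 min compound exposure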
TRPC4 PAM: TRPC4 (mouse) allosteric potentiation. 310,000 tested, 0.42% active. B-score at 10 µM. Q9QUQ5. HEK293 TRPC4beta/mu-opioid, DAMGO EC20, Fluo-4 Ca2+ flux; active compounds read high;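 active means B-score of calcium response area above 5 SD of library B-scores, with initial fluorescence ratio within 5 SD of library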;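 further: B-score of integrated fluorescence ratio over time as area under calcium response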
hERG rescue: shields human hERG channel from block by proarrhythmic agents; 310,000 tested, 0.51% active; CHO-hERG, FluxOR thallium flux, dofetilide IC70 present; activation (rescue from dofetilide block), less the hit threshold, % at 10 µM; Q12809; AID 1511;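 active means activation above the mean of controls blocked by dofetilide plus 5 SD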;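 further: thallium influx through hERG after potassium depolarization seen as dye fluorescence rise; in these data hits start at about 4.7%; inactives centre near -7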
PolyA inh: inhibitors of polyadenylation in S. cerevisiae | S. cerevisiae SKY197-pL101 polyadenylation reporter, beta-gal luminescence; efflux-impaired pdr1/pdr3 knockout yeast; score 100 = 6 SD above DMSO | calls only at 12 µM | 300,000 tested, 0.02% active;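 active means lowest replicate activity score at least 50, where 100 means six control SD above control mean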;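 further: yeast exposed to compound for 9 h at 30 °C; higher score means more reporter readthrough which indicates perturbed polyadenylation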
Active calls of the source: *; i = inactive; . = no result given.

SMILES | Platelet DG rel | TRPC4 agonist | KCNK3 inh | Dyrk1A ADPGlo | KCNQ1 act | TRPC4 block | KCNK9 inh | KCNQ1 inh | TRPC4 PAM | hERG rescue | PolyA inh
C/C(=N\NC(=O)c1cccc(S(=O)(=O)N2CCOCC2)c1)c1ccco1 | -1 | i | i | 4 | i | i | i | i | i | -4 | i
CCCn1c(SCC(=O)c2ccc3c(c2)OCCO3)n[nH]c1=O | 10 | i | i | 0 | i | i | i | i | i | -7 | i
CSc1ccc(C2NC(=O)CCC2[N+](=O)[O-])cc1 (stereo not given) | 4 | i | i | -1 | i | i | i | i | i | -2 | i
COc1ccc(NC(=O)CCCc2nnc3n(C)c(=O)c4sccc4n23)cc1 | -2 | i | i | . | i | i | i | i | i | -4 | i
Cc1ccc(-n2c(=O)c3sccc3n(Cc3cc(=O)n4ccccc4n3)c2=O)cc1F | 2 | i | . | . | i | i | i | i | i | -7 | i
Cc1cccc(NC(=O)c2ccc3ccccc3n2)n1 | 4 | i | i | 13 | i | i | i | i | i | -1 | i
COc1ccc(Nc2nc(NCc3ccco3)nc(N/N=C/c3ccccc3Cl)n2)cc1 | 3 | i | i | 3 | i | i | i | i | i | -17 | i
CN(C)S(=O)(=O)Oc1ccc(Cl)cc1C(=O)Nc1cccc(C(F)(F)F)c1 | 1 | i | i | 0 | i | i | i | i | i | -12 | i
COc1ccc(-c2c(C(F)(F)F)[nH]n3c(=O)cc(-c4ccccc4)nc23)cc1 | -8 | i | i | . | i | i | i | i | i | -8 | i
CCOc1ccc(NS(=O)(=O)c2cnc(Cl)c(Cl)c2)cc1 | 1 | i | i | -5 | i | i | i | i | i | -14 | i
Cc1ccccc1CN1CCC(n2nccc2NC(=O)CCCc2ccccc2)CC1 | 3 | i | i | . | i | i | i | i | i | -6 | i
Cn1c(C(=O)NC2CCCCC2)cc2sccc21 | 11 | i | i | -2 | i | i | i | i | i | -7 | i
O=C(N/N=C/c1cccc([N+](=O)[O-])c1O)c1cccs1 | -9 | i | i | 3 | i | i | i | i | i | -10 | i
Cc1ccc(S(=O)(=O)N2CCC(=O)N(CCOCc3ccc(Cl)cc3)CC2)cc1 | 3 | i | i | 4 | i | i | i | i | i | -13 | i
C=CCc1ccccc1OCC(=O)O | 2 | i | i | -6 | i | i | i | i | i | -10 | i
O=C(N/N=C/c1ccc(Br)s1)Nc1ccccc1 | -7 | i | i | 1 | i | i | i | i | i | 1 | i
Oc1cccc2ccc(/C=C/c3ccc(Br)s3)nc12 | 1 | i | i | 7 | i | i | i | i | i | -3 | i
Nc1cc(N)nc(SCC(=O)c2ccccc2)n1 | 0 | i | i | -7 | i | i | i | i | i | -12 | i
Cc1csc(SCC(=O)c2cc(C)n(Cc3cccs3)c2C)n1 | -4 | i | -9.5* | -3 | i | i | i | i | i | -7 | i
Cc1ccccc1NC(=O)C1C2/C=C\CCCCC21 (stereo not given) | -4 | i | i | -3 | i | i | i | i | i | -12 | i
O=C(CN(C(=O)Cn1nnc(-c2cccs2)n1)c1ccc2c(c1)OCCO2)NC1CCCCC1 | 6 | i | i | 2 | i | i | i | i | i | -14 | i
S=C(Nc1cccnc1)Nc1cccc2cnccc12 | 8 | i | i | 60* | i | i | i | i | i | -12 | i
Cc1ccc(NC2=C(Cl)C(=O)N(C3CCCCC3)C2=O)cc1 | 1 | i | i | -7 | i | i | i | i | i | -9 | i
CCN(CC(=O)Nc1c(F)cccc1F)C(=O)Cc1ccc(OC)c(S(=O)(=O)N2CCOCC2)c1 | 7 | i | i | 2 | i | i | i | i | i | -11 | i
CCN1CCN(C(c2cccs2)C(C)NC(=O)NC2CCCCC2)CC1 (stereo not given) | 3 | i | i | -2 | i | i | i | i | i | -9 | i
COCCCNc1nc2ccccc2nc1NS(=O)(=O)c1ccc(C)cc1C | -9 | i | i | -6 | i | i | i | i | i | -10 | i
C=CCN=C1SC(CC)C(=O)N1S(=O)(=O)c1ccc(C)cc1 (stereo not given) | -1 | i | i | . | i | i | i | i | i | -7 | i
COc1ccc(CNC(=O)c2ccc(CS(=O)Cc3ccc(Cl)cc3)o2)cc1 (stereo not given) | 9 | i | i | 0 | i | i | i | i | i | -8 | i
COc1cc(C(=O)Nc2cccc(C)c2C)c(Br)c(OC)c1OC | -7 | i | i | 4 | i | i | i | i | i | -11 | i
CC(C)CCN(CCC(C)C)C(=O)Cc1c(O)c2ccccc2[nH]c1=O | 1 | i | i | 15 | i | i | i | i | i | -7 | i
COc1ccc(OC)c(NC(=O)CSC2=C(C#N)C(c3ccco3)C3=C(CCCC3=O)N2)c1 (stereo not given) | 3 | i | i | -7 | i | i | i | i | i | -3 | i
CCCCn1nnc(NC(=O)c2ccco2)n1 | -2 | i | i | -3 | i | i | i | i | i | 2 | i
CCNc1nc(NCC)nc(OCCOC(=O)c2ccccc2)n1 | -5 | i | i | 1 | i | i | i | i | i | -8 | i
CCOC(=O)C1=C(CN2CCN(C(=O)c3ccco3)CC2)NC(=O)NC1c1ccc(Cl)cc1 (stereo not given) | 1 | i | i | -4 | i | i | i | i | i | -5 | i
CCOC(=O)CSc1nc2c(c(=O)[nH]c(=O)n2C)n1C/C=C(/C)Cl | 8 | i | i | 4 | i | i | i | i | i | -9 | i
Cc1ccc(N=C2NC(=O)C(CO)(CO)S2)cc1 | 12 | i | i | 18 | i | i | i | i | i | -9 | i
CC1Cc2cc(/C(O)=C3/C(=O)C(=O)N(CCCn4ccnc4)C3c3cccc([N+](=O)[O-])c3)ccc2O1 (stereo not given) | 2 | i | i | -1 | i | i | i | i | i | -3 | i
CCOC(=O)N1CCN(c2ncnc3scc(-c4ccccc4)c23)CC1 | 0 | i | i | 1 | i | i | i | i | i | -7 | i
CC(=O)Nc1cnn(Cc2ccc(Br)cc2)c1 | -3 | i | i | 6 | i | i | i | i | i | -14 | i
CCOC(=O)N1CCC(N2C(=O)c3ccc(C(=O)NCc4ccco4)cc3C2=O)CC1 | -2 | i | i | 1 | i | i | i | i | i | -13 | i
COc1ccc(/C=C/C(=O)O)cc1COc1cccc(C)c1 | -2 | i | i | 1 | i | i | i | i | i | -8 | i
Cc1ccccc1COCCN1CCN(S(=O)(=O)c2ccccc2)CCC1=O | -1 | i | i | 5 | i | i | i | i | i | -12 | i
Nc1cc(C(=O)c2ccccc2)ccc1[N+](=O)[O-] | -1 | i | i | 10 | i | i | i | i | i | -13 | i
COc1ccc(CN2CC(C(=O)NCCCOC(C)C)CC2=O)cc1 (stereo not given) | 1 | i | i | 6 | i | i | i | i | i | -5 | i
Cn1c(=O)cc(C(=O)N/N=C/c2ccc(Cl)cc2)[nH]c1=O | 6 | i | i | . | i | i | i | i | i | -7 | i
CC1=C(C(=O)OCCC(C)C)C(c2ccc3c(c2)OCO3)NC(=O)N1 (stereo not given) | -2 | i | i | -4 | i | i | i | i | i | -6 | i
COc1ccc(NC(=O)/C(=C\c2ccncc2)NC(=O)c2ccccc2)cc1 | -1 | i | i | -3 | i | i | i | i | i | -24 | i
Cc1ccc(SCC2=NNC(=O)C2)cc1 | -9 | i | i | 5 | i | i | i | i | i | -9 | i
CC(NCc1ccccc1O)c1ccccc1 (stereo not given) | 4 | i | i | 0 | i | i | i | i | i | -15 | i
CCOC(=O)c1cc(C#N)c(Nc2ccccc2OC)nc1C(F)(F)F | 5 | i | i | 4 | i | i | i | i | i | 0 | i
CN(C)c1ccc(N2C(=NC(=O)CC3CCCCC3)SC3CS(=O)(=O)CC32)cc1 (stereo not given) | -3 | i | i | -5 | i | i | i | i | i | -12 | i
COc1cc(OC)cc(C(=O)NC2CC3CCC(C2)N3Cc2ccco2)c1 (stereo not given) | 0 | i | i | 3 | i | i | i | i | i | -10 | i
O=C(c1ccc(F)cc1)C1CCN(C(=O)Nc2ccc(F)cc2F)CC1 | 0 | i | i | -5 | i | i | i | i | i | -5 | i
CN(C)C(CNC(=O)C1CC(=O)N(Cc2ccccc2)C1)c1ccccc1 (stereo not given) | . | 72* | i | 1 | i | i | i | i | i | -10 | i
O=C(NOC(=O)c1ccccc1Cl)c1cccs1 | -2 | i | i | 1 | i | i | i | i | i | -15 | i
COc1ccc(NC(=O)CC(C(=O)O)N2CCCCC2)cc1 (stereo not given) | 15 | i | i | -3 | i | i | i | i | i | -7 | i
O=C(O)CCc1ccc(-c2ccccc2)n1NC(=O)c1cccs1 | 0 | i | i | 1 | i | i | i | i | i | -3 | i
COCCCNC(=O)CC(NS(=O)(=O)c1ccc(OC)cc1)c1ccc(OC)cc1 (stereo not given) | 0 | i | i | . | i | i | i | i | i | 0 | i
CCCN(CCC)CCNc1c(N2CCN(C(=O)OCC)CC2)c(=O)c1=O | -3 | i | i | -4 | i | i | i | i | i | -12 | i
CCN1CCN(c2ccc(NC(=O)c3cc(OC)c(OC)c(OC)c3)cc2)CC1 | 6 | i | i | -7 | i | i | i | i | i | -8 | i
Cc1ccc(NS(=O)(=O)c2ccc(N3C(=O)CCC3=O)cc2)cc1 | 0 | i | i | 7 | i | i | i | i | i | -8 | i
CCn1c(SCc2nc3ccccc3s2)nc2cc(S(=O)(=O)N3CCOCC3)ccc21 | 11 | i | i | 1 | i | i | i | i | i | -13 | i
Cc1cc(C)n(CC(O)COc2ccc(C(C)(C)C)cc2)n1 (stereo not given) | -6 | i | i | 0 | i | i | i | i | i | 1 | i

One compound at a time (already shown). Screens in order: Platelet DG rel | TRPC4 agonist | KCNK3 inh | Dyrk1A ADPGlo | KCNQ1 act | TRPC4 block | KCNK9 inh | KCNQ1 inh | TRPC4 PAM | hERG rescue | PolyA inh
Record of COc1ccc(NC(=O)/C(=C\c2ccncc2)NC(=O)c2ccccc2)cc1 → -1 | i | i | -3 | i | i | i | i | i | -24 | i
Record of CCOC(=O)c1cc(C#N)c(Nc2ccccc2OC)nc1C(F)(F)F → 5 | i | i | 4 | i | i | i | i | i | 0 | i
Record of Cc1ccccc1COCCN1CCN(S(=O)(=O)c2ccccc2)CCC1=O → -1 | i | i | 5 | i | i | i | i | i | -12 | i

These rows are one share of the data, so the mix of outcomes need not match the whole.
